Compound activity: PubChem, National Center for Advancing Translational Sciences (NCATS)
HTT cytoprotect = qHTS Multiplex Assay to Identify Dual Action Probes in a Cell Model of Huntington: Cytoprotection (ATP); AID 1471, 2008; Potency, µM (series often up to 56.4 µM), for the others: cytoprotection (ATP increase), actives largely listed as activators; 0.14% of 230,000 active; PC12 HTT-Q103 induced, cytoprotection, ATP luminescence, 40 h;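 further: % of control where 0% means no effect; nearly all actives have a fitted effect of over 45% in size; toxic huntingtin expression switched on by the ecdysone agonist tebufenozide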
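Compounds were screened for protection of PC12 cells against cell death after tebufenozide induction (100 nM final) of mutant Huntingtin exon 1 (Q103) fused to GFP.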
GAA spleen mod = qHTS Assay for Inhibitors and Activators of Human alpha-Glucosidase From Spleen Homogenate; Lysosomal alpha-glucosidase (Homo sapiens), P10253; human spleen homogenate, 4-MU-alpha-glucoside fluorescence; Potency, µM (titrated, usually from 79.9 µM), for the others: top-dose activity change, negative = inhibition, hits mostly inhibitors; 0.006% of 240,000 active;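 further: 0% = enzyme with vehicle and -100% = no enzyme basal signal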
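Enzyme source: human spleen homogenate, 1 ug/well. Buffer 50 mM citric acid/K phosphate pH 5.0, 0.01% Tween-20. 4-MU-alpha-glucoside 1 mM; 37 C x 40 min; NaOH/glycine stop; fluorescence.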
Tau fibril FP = qHTS for Inhibitors of Tau Fibril Formation, Fluorescence Polarization. 0.39% of 280,000 active. Potency, µM (top dose mostly 57.7 µM), without a hit: at the highest dose activity, negative = inhibition, hits mostly inhibitors. Microtubule-associated protein tau (Homo sapiens), P10636. K18 P301L tau heparin fibrillization, Alexa594 FP, 6 h; further: on the % scale 0 is the no-effect control and ±100 the full control effect; nearly all actives have a fitted effect of over 55% in size
Target sequence (P10636 561-689 P618L limits assumed): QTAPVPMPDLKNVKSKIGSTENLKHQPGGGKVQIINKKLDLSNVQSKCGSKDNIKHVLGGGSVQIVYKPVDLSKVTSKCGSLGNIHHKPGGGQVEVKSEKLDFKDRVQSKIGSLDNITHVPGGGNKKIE
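Compound effects on tau fibrillization are measured by Alexa 594 fluorescence polarization (ex 555, em 632 nm). K18 P301L tau is used at 15 uM with 0.24 uM labeled tracer, and 20 uM heparin induces aggregation over 6 hr at 37 C.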
GAA inhib = qHTS Assay for Inhibitors of Human alpha-Glucosidase as a Potential Chaperone Treatment of Pompe Disease; Lysosomal alpha-glucosidase (Homo sapiens), P10253; purified human GAA, 4-MU-alpha-glucoside fluorescence; Potency, µM (doses to about 76.9 µM), for the others: at the highest dose activity change, negative = inhibition, hits mostly inhibitors; 0.005% of 200,000 active; AID 1466, 2008;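 further: plate controls were uninhibited enzyme wells for no effect and no-enzyme background for full effect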
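Activity normalized between no-enzyme (basal) and enzyme-only wells. Conditions: 4 nM human enzyme, 400 uM fluorogenic substrate, citrate/phosphate pH 5.0 with Tween-20, 20 min room temperature, compounds up to 77 uM.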
Tau fluor counter = Counterscreen qHTS for Inhibitors of Tau Fibril Formation, Fluorescence Polarization | tau K18 P301L Alexa594 fluorescence, heparin fibrillization | 0.93% of 280,000 active | Potency, µM (doses to about 57.7 µM), without a hit: top-dose activity change, negative = decrease; further: on the % scale 0 is the no-effect control and ±100 the full control effect; nearly all actives have a fitted effect of over 55% in size
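Human K18 P301L tau (15 uM unlabeled plus 0.24 uM Alexa 594-labeled, final) in 100 mM sodium acetate pH 7 was mixed with compound and 20 uM heparin and incubated 6 hr at 37 C.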
GAA glycogen mod = qHTS Assay for Inhibitors and Activators of Human alpha-Glucosidase Cleavage of Glycogen; recombinant GAA, glycogen substrate, Amplex Red glucose oxidase fluorescence; Potency, µM (titrated, usually from 76.4 µM), for inactives: top-dose activity change, negative = inhibition, most hits filed as inhibitors; 0.38% of 300,000 active; AID 2100, 2009;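 further: 0% = full enzyme reaction and -100% = no-enzyme basal signal; the screen sought inhibitors and activators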
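Recombinant human enzyme (4 nM); glycogen substrate; 37 C, 40 min, pH 5.0. Readout: coupled glucose oxidase/Amplex Red fluorescence.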
GLA spleen mod = qHTS Assay for Inhibitors and Activators of Human alpha-Galactosidase From Spleen Homogenate; human spleen homogenate, 4MU-alpha-Gal fluorescence, 40 min; 0.008% of 240,000 active; Potency, µM (top dose mostly 80 µM), inactives show top-dose activity change, negative = inhibition, hits mostly inhibitors; AID 2107, 2009; Alpha-galactosidase A (Homo sapiens), P06280;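 further: 0% = enzyme with vehicle and -100% = no enzyme basal signal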
Target sequence (P06280 32-429 limits assumed): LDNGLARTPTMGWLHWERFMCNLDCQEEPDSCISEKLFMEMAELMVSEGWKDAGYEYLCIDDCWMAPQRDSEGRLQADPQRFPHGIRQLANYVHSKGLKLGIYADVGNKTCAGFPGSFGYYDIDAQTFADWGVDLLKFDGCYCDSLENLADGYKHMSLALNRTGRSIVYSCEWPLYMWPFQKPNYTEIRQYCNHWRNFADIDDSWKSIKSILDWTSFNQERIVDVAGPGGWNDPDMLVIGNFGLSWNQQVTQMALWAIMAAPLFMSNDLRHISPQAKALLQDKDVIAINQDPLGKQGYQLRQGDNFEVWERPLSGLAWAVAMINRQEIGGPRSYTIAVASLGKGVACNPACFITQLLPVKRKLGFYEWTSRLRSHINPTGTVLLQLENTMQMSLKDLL
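Human spleen homogenate (1 ug) as enzyme source, 4-methylumbelliferyl-alpha-D-galactopyranoside 1 mM final, citrate/phosphate pH 5.0 with 0.01% Tween-20. Compounds 40 min at 37C, NaOH/glycine stop; fluorescence Ex 365/Em 440, Hill-fit AC50.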
Tau ThT inhib = qHTS for Inhibitors of Tau Fibril Formation, Thioflavin T Binding. 2.1% of 270,000 active. Potency, µM (titrated, usually from 57.4 µM), for inactives: at the top dose activity, negative = inhibition, usual class: inhibitors. Microtubule-associated protein tau (Homo sapiens), P10636. AID 1460, 2008. recombinant tau K18 P301L (four-repeat tau fragment), heparin-induced fibrillization, ThT fluorescence; further: on the % scale 0 is the no-effect control and ±100 the full control effect; nearly all actives have a fitted effect of over 55% in size
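Recombinant human tau K18 fragment […] carrying P301L, 15 uM unlabeled plus 0.24 uM Alexa 594-labeled, was fibrillized with 20 uM heparin in 100 mM sodium acetate pH 7 for 6 hr at 37 C; 30 uM ThT fluorescence read after 1 hr.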
An asterisk follows results filed as active; ? = inconclusive; nt = no result given; & = joins results of further samples; [ ] = dose if it differs, or a comment. The call rests on the fitted dose curve; in most records, active means well fitted curve in the direction sought with a large enough effect; inconclusive means small, poorly fitted or top-dose-only effect, or another doubt; inactive means no such curve, though single readings can be large; an effect the other way counts as inactive or inconclusive. Potency means the concentration at half of the fitted maximal effect.

SMILES,HTT cytoprotect,GAA spleen mod,Tau fibril FP,GAA inhib,Tau fluor counter,GAA glycogen mod,GLA spleen mod,Tau ThT inhib
CCC(=O)N1CCc2cc(Br)cc(S(=O)(=O)NCc3ccc(Cl)cc3)c21,nt,nt,-5%,nt,-23%,10%[76.3 µM],nt,-10%
O=[N+]([O-])c1cc(/C=N/O)ccc1Oc1ccccc1Cl,-3%,-1%,3%,14%,7%,5%,3%,5%
COc1ccc(OC)c(Nc2nc(-c3ccc(O)c(O)c3)cs2)c1,-13%[10 µM],-3%,-11%,-9%,14µM*[quencher],28µM*,-5%,10µM*
CCOC(=O)NC(=O)/C(C#N)=C(/C)N(C)C,-28%,nt,2%,0%,-1%,-14%,4%,-5%
O=C(NC(=S)Nn1cnnc1)c1cccc(Br)c1,14%[10 µM],-1%,9%,4%,5%,-22%,-7%,-6%
Cc1cccc(NC(=O)CN(C)S(=O)(=O)c2ccc(Br)cc2)n1,4%,8%,3%,-9%,-12%,9%,8%,-3%
Cc1cc(C)cc(NC(=O)CSc2oc(-c3ccco3)nc2S(=O)(=O)c2ccc(Cl)cc2)c1,nt,nt,-5%,nt,-27%,-7%[76.3 µM],nt,-5%
O=C(N/N=C/c1ccc(-c2ccccc2C(=O)O)o1)c1cccs1,-8%[1.9 µM],-4%,-6%,-12%,-12%,7%,-2%,?
COc1ccc2c(c1)O[C@@H](c1cccc(C(F)(F)F)c1)[C@H](OC(=O)NCCc1ccc(OC)c(OC)c1)C2=O,-25%,-1%&1%,-7%&8%,-2%,-13%&-28%,-8%,-20%&3%,0%&-18%
CCN(CC)S(=O)(=O)c1cc(NC(=O)C(C)OC(=O)c2[nH]c(C)c(C(C)=O)c2C)ccc1C (configuration not stated),7%[0.074 µM],-4%,5%,-14%,4%,1%,-5%,5%
Cc1cc(C)c2c(=O)[nH]c(SCC(=O)Nc3ccccc3)nc2n1,-15%,-1%,?,-7%,-1%,-5%,5%,-8%
O=C(Nc1nc(-c2ccccn2)cs1)C1CC(=O)N(c2ccc3c(c2)OCCO3)C1 (configuration not stated),6%[10 µM],6%,-2%,4%,-23%,-6%,-5%,?
COc1ccccc1CNC(=O)C1CCC(CNc2c(N3CCCCC3)c(=O)c2=O)CC1 (configuration not stated),11%[10 µM],2%,5%,nt,0%,0%,2%,5%
CC(C)N(Cc1nc(-c2ccc(Cl)cc2)no1)C(=O)c1cccs1,9%[0.074 µM],-8%,-3%,-5%,-20%,-9%,-5%,-10%
CSc1nnc(-c2cnccn2)n1C,-12%[10 µM],-4%,-5%,1%,2%,1%,1%,1%
O=C(NC(=O)c1ccccc1)OCC1CCCN2CCCCC12 (configuration not stated),5%,-2%,0%,-7%,-6%,-1%,-4%,-3%
COc1ccc(OC)c(CCNC(=O)c2cc3c(=O)n(C)c4ccccc4c3n2C)c1,nt,nt,7%,nt,-16%,-10%[76.3 µM],nt,?
Cc1ccc(C(=O)COc2nc(C)cc(C)c2C#N)cc1,9%,1%,-6%,?,-11%,9%,-5%,-11%
CC(C)N(Cc1ccccc1)CC(O)COc1ccc(S(=O)(=O)N2CCOCC2)cc1Cl (configuration not stated),-4%,-7%,0%,?,-10%,-14%,-5%,-2%
CCOC(=O)CN1C(=O)N[C@@H](c2ccco2)C(C(C)=O)=C1C,-5%[10 µM],4%[17.4 µM],1%[11.6 µM],nt,-5%[11.6 µM],nt,1%[17.5 µM],3%[11.5 µM]
Cc1ccccc1C(=O)N(Cc1sccc1C)C1CCS(=O)(=O)C1 (configuration not stated),nt,nt,5%,nt,-14%,1%[76.3 µM],nt,-8%
COc1ccc(N2C(=O)CN(Cc3ccc(OC)c(OC)c3)C2=S)cc1,8%,-1%,-4%,1%,-10%,-9%,-11%,-5%
O=C(CSC1=N/C(=C/c2ccc(Cl)c(Cl)c2)C(=O)N1c1ccccc1F)NC1CC1,6%[10 µM],5%,-8%,?,-3%,5%,?,-4%
CCOc1ccc2nc(NC(=O)CSC3=NCCS3)sc2c1,-28%,1%,-8%,2%,?,2%,-13%,?
O=C(NCC(c1cccnc1)N1CCN(c2ccc(F)cc2)CC1)c1ccc(F)cc1 (configuration not stated),-13%,-6%,1%,2%,-21%,-7%,-3%,-15%
COc1cc(C(=O)NCc2nnc(SCC(=O)N3CCC(C)CC3)o2)cc(OC)c1OC,-4%,-1%,3%,-2%,-4%,5%,-6%,-9%
COC(=O)c1ccc2oc(=O)c(S(=O)(=O)c3ccc(C)cc3)cc2c1,nt,nt,-15%,nt,-7%,-12%[76.3 µM],nt,-6%
O=C(O)CNC(=O)c1ccc(N2CCOCC2)cc1[N+](=O)[O-],-21%,-1%,-11%,7%,-3%,1%,0%,-7%
COc1ccc(C(C)=O)cc1COC(=O)CNC(=O)c1ccccc1F,1%[1.9 µM],2%,-1%,-6%,-4%,15%,1%,-5%
Cc1ccc2oc(=O)cc(CN3CCN(C/C=C/c4ccccc4)CC3)c2c1,-7%[10 µM],-2%,-7%,nt,-19%,8%,0%,?
CCCCc1ccc(-c2ccc(C)cc2O)nc1,-80%[inhibitor][10 µM],-4%,1%,-2%,-4%,1%,2%,-17%
CN(C)C(CNC(=S)Nc1ccccc1)c1cccnc1 (configuration not stated),6%[10 µM],4%,-1%,-4%,-3%,-4%,5%,-3%
CN(Cc1ccccc1)c1ccc(C(CC(N)=O)NC(=O)Cc2ccc(Br)cc2)cc1[N+](=O)[O-] (configuration not stated),-7%[10 µM],-8%,?,nt,-26%,3%,4%,-14%
O=C(COC(=O)c1cccnc1Cl)c1ccc(Cl)cc1Cl,10%,-4%,4%,2%,-20%,-9%,0%,-15%
Cc1cc(C)cc(C(=O)Nc2ccc(N3CCCC3)cc2)c1,29%,-6%,2%,0%,-1%,4%,6%,1%
CCCn1nc(C(=O)OCC(=O)c2ccccc2)c2ccccc2c1=O,11%,-13%,3%,7%,-3%,-1%,4%,1%
COc1cc(/C=N/NC(=O)CC2(C)OCCCO2)ccc1OCc1ccc(Cl)cc1Cl,14%[10 µM],-7%,-1%,-3%,-24%,10%,-13%,?
CCOC(=O)C1=C(C)NC(=O)NC1C (configuration not stated),1%[0.074 µM],3%,5%,0%,4%,1%,6%,14%
CCN1CCN(CCNC(=O)CSCc2nc(-c3ccc(OC)c(OC)c3)oc2C)CC1,1%,2%,-2%,?,-6%,0%,-3%,-8%
COc1ccccc1-c1nn2c(=O)cc(C)nc2s1,-20%,3%,0%,-4%,3%,2%,5%,0%
CC(C)c1ccc(/C=N/Nc2cc(N3CCOCC3)nc(N3CCOCC3)n2)cc1,-10%[0.074 µM],2%,-1%,-8%,-25%,-5%,4%,?
CCOC(=O)c1ccc(NC(=S)NC2CCCC2)cc1,nt,-15%,?,-2%,?,0%,-12%,-15%
C=CCn1c(CSCc2ccccc2)nnc1SCC(=O)N1CCN(c2ccccc2)CC1,16%[10 µM],-15%,-7%,6%,1%,-13%,12%,6%
O=C(NC(=S)Nc1cccc2ncccc12)c1ccco1,-4%,0%,3%,3%,-6%,18%,-6%,-11%
CCSc1nnc(CNc2ccc(F)cc2)n1CC1CCCO1 (configuration not stated),14%,-1%,2%,4%,-7%,8%,0%,-7%

An excerpt from above with just Tau ThT inhib and GLA spleen mod.
canonical_smiles	Tau ThT inhib	GLA spleen mod
CC(C)c1ccc(/C=N/Nc2cc(N3CCOCC3)nc(N3CCOCC3)n2)cc1	?	4%
CCOC(=O)c1ccc(NC(=S)NC2CCCC2)cc1	-15%	-12%

More records follow:
SMILES,HTT cytoprotect,GAA spleen mod,Tau fibril FP,GAA inhib,Tau fluor counter,GAA glycogen mod,GLA spleen mod,Tau ThT inhib
COc1ccc(Oc2nc(-c3ccncc3)nc3ccccc23)cc1,14%[10 µM],-4%,-12%,0%,-13%,0%,-3%,-14%
CCCC(=O)Nc1sc(C)c(C)c1C#N,nt,8%,-3%,14%,-2%,-5%,5%,-4%
Cn1c(=O)c2c(nc(Sc3nc4ccccc4n3CC(=O)N3CCCCC3)n2C)n(C)c1=O,-9%,9%,4%,-6%,4%,-3%,-7%,3%
N#CCCCS(=O)(=O)c1nc2ccccc2s1,?,-1%,2%,nt,-6%,nt,-4%,-10%
CC1CN(c2nnnn2-c2ccccc2)CC(C)O1 (configuration not stated),0%,3%,0%,-3%,-1%,0%,2%,-6%
Cc1ccc(C(=O)c2oc3ccccc3c2NC(=O)Cc2coc3ccc(C)cc23)cc1,nt,nt,?,nt,-18%,-14%[76.3 µM],nt,1%
CSc1ccc(NC(=O)C2CCN(c3ncccn3)CC2)cc1,nt,nt,7%,nt,-9%,-3%[76.3 µM],nt,?
Cc1ccc(NCc2ccccc2-c2nnc(-c3ccccc3Cl)o2)c(C)c1,nt,nt,?,nt,?,14%[76.3 µM],nt,-8%
Cc1ccc(Nc2nc(C)cc(C)c2C(N)=O)cc1,-8%,-2%,5%,-3%,-11%,-3%,6%,-13%
O=C(NC1CCCC1)C(c1ccc(O)cc1)N(CC1CCCO1)C(=O)C1COc2ccccc2O1 (configuration not stated),0%,-20%,10%,-3%,-3%,-2%,-1%,-9%
